# From PubChem
# aDG glyco act: increases alpha dystroglycan glycosylation; Pro5-aDG cells, alpha-DG glycosylation AlphaScreen (IIH6); 0% Pro5, 100% B10-LARGE cell signal; activation, % at 10 µM; actives 0.22% (n = 360,000);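 active means activation of at least 8% versus controls, or a plate z-score of at least 8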;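 further: Pro5 are CHO cells carrying HIG-tagged alpha-DG that lacks glycosylation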
# N-glyco inh: N-linked glycosylation inhibition | D54 ERlucT glycosylation luciferase reporter, 24 h; percent of 100 nM tunicamycin response | reporter increase, % at 12.5 µM | actives 0.23% (n = 360,000) | AID 588692;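 active means mean luciferase reporter signal, scaled so untreated is 0 and the glycosylation-blocking control 100, at or above a set limit in every replicate; inconclusive means mean reaches the limit but not every replicate does; inactive means mean below the limit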;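 further: luciferase carries N-glycosylation sites so blocking glycosylation raises the light; 0% = median of neutral control wells and 100% = median of 100 nM tunicamycin wells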
# NOD2-RIPK2 inh: blocks binding of human NOD2 to RIPK2; O43353; CHO BLA complementation NOD2-RIPK2, CCF4 ratio; inhibition, % at 4.98 µM; actives 0.38% (n = 360,000); in the data active means inhibition above about 21%;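 further: 0% = vehicle only and 100% = reference blocker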
# MC4R barr agon: human MC4R agonism via beta-arrestin. P32245. actives 0.98% (n = 360,000). activation, % at 8.9 µM. U2OS MC4R beta-arrestin complementation, luminescence; percent of melanotan II response, DMSO zero;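 active means activation above a per-plate cutoff, the mean activation of sample wells on that plate plus 3 SD, cut at about 8% in these data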
# MC4R antagonist: antagonists of human melanocortin 4 receptor (MC4R); P32245; inhibition, % at 6.5 µM; MC4R-expressing cells, MTII-stimulated cAMP, LANCE TR-FRET; actives 0.48% (n = 360,000);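 active means inhibition above its plate's cutoff, the mean of tested wells on that plate plus 3 SD, cut at about 29% in these data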;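 further: 0% = Melanotan II alone and 100% = Melanotan II plus saturating MCL0020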
#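 Assay system: U2OS cells stably expressing human melanocortin 4 receptor (MC4R) / Dosing: 6.5 µM / Timing: compound 30 min, challenge 1 h, detection 1 h / Measured by: Eu-cAMP/anti-cAMP TR-FRET, emission 671 nm / Replicates: singlicate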
# Vif inh: HIV Vif inhibition | actives 0.35% (n = 340,000) | inhibition, % at 7.49 µM | AID 602346 | HEK293T cells, Vif self-association by quenched fluorescence, imaging, 24 h; in the data active means inhibition above about 50%, passing the limit was not always enough; inconclusive means no clear call, values can overlap the other calls; inactive means below about 31%; further: some results filed as inactive read as strong as hits
# ABHD5-PLIN5 inh: inhibitors of human ABHD5-perilipin-5 interaction. AID 602281. inhibition, % at 4 µM. Split G. princeps luciferase complementation, luminescence, 4 h. actives 0.78% (n = 360,000);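 active means inhibition above the mean inhibition across every tested compound plus 3 SD, cut at about 22% in these data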;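 further: 0% = DMSO only wells and the 100% control is not disclosed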
# Target sequence (Q00G26 whole entry, looked up): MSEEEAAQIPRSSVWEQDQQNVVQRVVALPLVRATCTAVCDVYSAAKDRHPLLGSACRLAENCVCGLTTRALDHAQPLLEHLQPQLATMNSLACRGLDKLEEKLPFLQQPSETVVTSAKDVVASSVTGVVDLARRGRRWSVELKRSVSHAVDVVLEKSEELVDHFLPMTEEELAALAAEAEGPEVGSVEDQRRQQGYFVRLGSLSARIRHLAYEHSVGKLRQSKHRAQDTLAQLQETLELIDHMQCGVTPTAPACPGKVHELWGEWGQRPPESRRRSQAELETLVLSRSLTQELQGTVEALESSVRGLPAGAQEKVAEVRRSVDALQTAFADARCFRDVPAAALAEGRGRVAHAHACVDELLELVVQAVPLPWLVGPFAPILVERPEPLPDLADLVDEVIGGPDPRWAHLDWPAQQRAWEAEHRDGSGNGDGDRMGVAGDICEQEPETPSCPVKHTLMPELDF
# Target sequence (Q8WTS1 whole entry, looked up): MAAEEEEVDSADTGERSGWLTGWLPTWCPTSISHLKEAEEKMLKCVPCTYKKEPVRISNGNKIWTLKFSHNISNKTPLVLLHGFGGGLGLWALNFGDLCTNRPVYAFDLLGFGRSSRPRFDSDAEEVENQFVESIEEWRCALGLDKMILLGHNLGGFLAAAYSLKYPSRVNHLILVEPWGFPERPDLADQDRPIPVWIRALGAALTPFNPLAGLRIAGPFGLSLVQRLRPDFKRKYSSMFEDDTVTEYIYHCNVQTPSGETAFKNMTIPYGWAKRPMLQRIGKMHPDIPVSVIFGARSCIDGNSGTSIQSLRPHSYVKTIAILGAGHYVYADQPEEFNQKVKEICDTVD
# TLR9-MyD88 block: inhibitors of human TLR9-MyD88 binding; Q9NR96+Q99836; CHO BLA complementation TLR9-MyD88, CCF4 FRET ratio; inhibition, % at 4.98 µM; actives 0.21% (n = 340,000);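 active means inhibition above the mean over all tested compounds plus 3 SD, cut at about 21% in these data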;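 further: 0% = DMSO only wells and 100% = clavulanate BLA inhibitor control wells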
# Granule exo inh: lytic granule exocytosis inhibition. TALL-104 LAMP-1 surface exposure, flow cytometry; cells stimulated with thapsigargin and PMA. AID 651702. inhibition, % at 10 µM. actives 0.66% (n = 360,000);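 active means inhibition above about 55%, limit read from the data; inconclusive means no clear call, values can overlap the other calls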
# ABCB6 inh 2: inhibitors of human ABC transporter ABCB6. AID 602162. K562-ABCB6 porphyrin accumulation, flow cytometry, 1 h; hits give low values. Q9NP58. actives 0.19% (n = 360,000). fluorescence ratio to DMSO, % at 10 µM;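 active means fluorescence ratio to DMSO below 75%, the collection mean minus 3 SD; inconclusive means too few cells collected in the well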;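 further: signal is porphyrin accumulated inside mitochondria; 100% equals median channel fluorescence of DMSO control wells; lower ratio means ABCB6 inhibition with less porphyrin fluorescence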
# Numbers without * were called inactive; ? = inconclusive; · = no result given.
# Order of results: aDG glyco act	N-glyco inh	NOD2-RIPK2 inh	MC4R barr agon	MC4R antagonist	Vif inh	ABHD5-PLIN5 inh	TLR9-MyD88 block	Granule exo inh	ABCB6 inh 2
O=c1c2ccsc2ncn1Cc1cccc(C(F)(F)F)c1
    0.0	1	-19	-1.4	4	4	6	-9	-2	94
COc1ccc(NC(=O)/C(C#N)=C/c2cccnc2)c(OC)c1
    -0.2	2	-9	1.1	0	3	0	-1	-11	103
O=C(CN1C(=O)NC(c2ccccc2)(c2ccccc2)C1=O)NCc1ccccc1
    0.2	0	3	3.8	9	-7	-3	-4	-2	98
Cc1ccc(/C=C2/CCc3c([nH]c4ccccc34)C2=O)cc1
    -0.1	-11	11	1.3	-2	12	-5	11	-2	98
CC1CCCCC12NC(=S)N(c1ccccc1)N2 (configuration not stated)
    -0.2	0	-6	-1.1	9	1	-3	10	11	99
Cc1ccccc1-c1nc(NC(C)C)nc2ccsc12
    -0.2	2	-9	-0.2	8	5	-4	·	-12	97
CC(c1ccccc1F)n1cc(C(=O)NCCCc2nc3ccccc3[nH]2)nn1 (configuration not stated)
    0.0	-2	3	-1.4	-3	3	1	3	2	97
CCCCC(=O)NCCc1ccc(S(N)(=O)=O)cc1
    -0.1	0	-3	-1.7	-5	-9	3	-7	-3	100
CC(=O)N1N=C(c2ccccc2O)CC1c1cccs1 (configuration not stated)
    -0.1	-1	-8	0.7	9	5	-12	1	4	98
O=C(COC(=O)C1CCN(c2ccc(C(F)(F)F)cn2)CC1)NCc1ccccc1
    0.0	1	4	-0.9	11	-3	4	-2	2	101
CCCN1CCN(C(=O)c2ccc3nc(CC)c(CC)nc3c2)CC1
    0.0	-3	3	-0.1	3	-10	-3	-9	-9	96
CC(OC(=O)c1cc[n+]([O-])cc1)C(=O)Nc1ccc(C(N)=O)cc1 (configuration not stated)
    0.1	1	-13	0.1	6	-4	13	-11	-6	93
O=C(/C=C/c1ccccc1)NCCSc1ccc(Cl)cc1
    -0.5	-3	9	-1.5	0	4	-5	5	-4	102
CCOc1ccc(NC(=O)NC2(C(=O)NCc3ccco3)CCCCC2)cc1
    -0.1	1	-6	-0.9	10	2	2	8	1	89
CC(C)(C)NC(=O)c1ccc(Sc2ccccc2)c([N+](=O)[O-])c1
    -0.3	-2	10	0.4	-3	1	-6	-2	-4	108
O=C(CC1Sc2ccccc2NC1=O)NCc1cccc(Cl)c1 (configuration not stated)
    0.0	3	-7	2.2	2	0	2	4	5	98
CC(C)NC[C@H](O)COc1ccc(CC(N)=O)cc1
    -0.1	-1	-16	-0.3	3	1	-5	1	·	93
O=C(NCc1ccco1)C1CCN(S(=O)(=O)c2ccc(-n3cnnn3)cc2)CC1
    0.0	1	-10	5.1	0	·	4	9	-2	114
FC(F)(F)c1nc2nncn2c2c1CCCCC2
    -0.2	1	8	-0.9	8	10	3	5	-2	101
CC(C)CCn1c(Sc2nc3ccccc3s2)nc2c1c(=O)[nH]c(=O)n2C
    -0.1	·	-9	5.2	-5	·	0	-8	1	94
CCc1ccc(C(=O)NC(CCSC)C(=O)O)cc1 (configuration not stated)
    -0.2	-2	-6	-2.4	-6	2	-2	-3	-2	100
Cc1ccc2ccccc2c1COC(=O)c1nonc1N
    -0.1	3	-3	0.5	2	-4	3	0	0	99
N#CC1(Nc2ccc3ccccc3c2)CCCC1
    0.2	4	2	-1.8	-2	20	-4	-1	0	99
COC(=O)[C@@]1(Sc2ccc(C)cc2)CC(=O)N(c2ccc3c(ccn3C)c2)[C@@H]1c1ccccc1
    -0.4	·	-2	·	·	·	3	·	11	99
Cc1ccc(Cc2c(C3CCCCC3)nc3ccc(Cl)cn23)cc1
    0.0	-2	2	·	·	5	-4	·	-4	108
O=C1NC[C@@H](CCCCN2C[C@H](Cc3ccccc3)N(CCC3CCCCC3)C(=O)C2=O)N(Cc2ccccc2)C1=O
    0.3	·	-1	·	·	·	0	·	0	92
COc1cc2c(cc1OC)CN(Cc1cc(OC)c(O)c(OC)c1)CC2
    0.2	1	-2	-3.4	5	14	-6	0	-6	98
COCC1CCCN(C(=O)c2cc(COc3cccc4cccnc34)on2)C1 (configuration not stated)
    -0.2	1	1	-0.9	2	-5	11	-2	2	96
O=C(Nc1ccc2cn[nH]c2c1)c1ccc(Cl)c(S(=O)(=O)N2CCOCC2)c1
    0.0	2	-11	1.7	19	0	4	-9	-3	90
Cc1ccc2c(c1)N(C(=O)CCC(=O)NCc1cccnc1)CCO2
    0.1	0	3	0.4	4	3	-6	-1	4	99

# Only Vif inh, TLR9-MyD88 block and ABCB6 inh 2, for some of the entries so far:
SMILES | Vif inh | TLR9-MyD88 block | ABCB6 inh 2
Cc1ccc2c(c1)N(C(=O)CCC(=O)NCc1cccnc1)CCO2 | 3 | -1 | 99
O=C(Nc1ccc2cn[nH]c2c1)c1ccc(Cl)c(S(=O)(=O)N2CCOCC2)c1 | 0 | -9 | 90
N#CC1(Nc2ccc3ccccc3c2)CCCC1 | 20 | -1 | 99
COC(=O)[C@@]1(Sc2ccc(C)cc2)CC(=O)N(c2ccc3c(ccn3C)c2)[C@@H]1c1ccccc1 | · | · | 99
CCc1ccc(C(=O)NC(CCSC)C(=O)O)cc1 (configuration not stated) | 2 | -3 | 100

# Exported with bars between the fields: entries from further up.
molecule | aDG glyco act | N-glyco inh | NOD2-RIPK2 inh | MC4R barr agon | MC4R antagonist | Vif inh | ABHD5-PLIN5 inh | TLR9-MyD88 block | Granule exo inh | ABCB6 inh 2
CCOc1ccc(NC(=O)NC2(C(=O)NCc3ccco3)CCCCC2)cc1 | -0.1 | 1 | -6 | -0.9 | 10 | 2 | 2 | 8 | 1 | 89
Cc1ccc(Cc2c(C3CCCCC3)nc3ccc(Cl)cn23)cc1 | 0.0 | -2 | 2 | · | · | 5 | -4 | · | -4 | 108
CCCCC(=O)NCCc1ccc(S(N)(=O)=O)cc1 | -0.1 | 0 | -3 | -1.7 | -5 | -9 | 3 | -7 | -3 | 100
Cc1ccc2ccccc2c1COC(=O)c1nonc1N | -0.1 | 3 | -3 | 0.5 | 2 | -4 | 3 | 0 | 0 | 99
CC(OC(=O)c1cc[n+]([O-])cc1)C(=O)Nc1ccc(C(N)=O)cc1 (configuration not stated) | 0.1 | 1 | -13 | 0.1 | 6 | -4 | 13 | -11 | -6 | 93

# More entries.
# Order of results: aDG glyco act	N-glyco inh	NOD2-RIPK2 inh	MC4R barr agon	MC4R antagonist	Vif inh	ABHD5-PLIN5 inh	TLR9-MyD88 block	Granule exo inh	ABCB6 inh 2
CCN(Cc1ccc(Br)s1)C(=O)CSc1nnc(C2CC2)n1C1CC1
    0.5	2	-1	-0.4	-3	1	6	5	-4	99
O=C(c1ccco1)N1CCN(S(=O)(=O)c2cccc([N+](=O)[O-])c2)CC1
    -0.2	0	-7	-0.4	10	-6	-1	-2	3	103
Cc1ccc(S(=O)(=O)N(CC(=O)N2CCCC2)C2CCCCC2)cc1
    0.0	-2	-4	1.5	8	-1	3	8	-2	95
COc1ccc(C(=O)N/N=C/c2ccc(OC)c(COc3ccc(F)cc3F)c2)cc1
    0.1	-6	0	-0.7	4	2	3	-7	10	98
Cc1cc(C(=O)CSc2nc3ccccc3o2)c(C)n1C1CC1
    -0.2	-2	3	-0.1	-3	24	-6	4	2	96
COC(=O)c1ccc(C(=O)OC)c(NC(=S)N2CCN(c3ccccc3)CC2)c1
    0.4	0	-32	3.5	-10	1	0	-3	12	83
O=C(O)CC1NCCc2ccccc21 (configuration not stated)
    0.0	1	0	-1.2	4	-2	0	-2	-3	99
O=C(Cn1cnc2c(NCc3ccccc3)ncnc21)NCc1ccc2[nH]ccc2c1
    0.1	2	-3	1.4	0	-5	9	3	-1	90
CC(C)(C)NC(=S)NCc1cccnc1
    -0.2	2	-1	-0.4	8	-3	-13	-2	4	103
Cc1cc(C)nc(SCc2nnc(SCC(=O)Nc3ccc(Cl)c(C(F)(F)F)c3)o2)n1
    0.0	0	5	11*	10	·	-3	2	5	90
Cn1c(C(=O)NCCN2CCN(Cc3ccccc3)CC2)cc2c(=O)n(C)c3ccccc3c21
    0.1	5	-9	-1.7	5	3	-5	0	11	104
CC1=NN(C(=O)c2ccncc2)C(=O)C1N=Nc1ccc2ccccc2c1 (configuration not stated)
    -0.2	0	-3	0.0	-13	-4	-11	-10	6	100
CCOc1ccc(NC(=O)c2c(N)n(C)c(=O)[nH]c2=O)cc1
    0.0	3	3	-0.6	14	-3	2	-10	-6	98
Cc1cc(F)ccc1S(=O)(=O)N1CCCOC1CNC(=O)C(=O)NC1CC1 (configuration not stated)
    -0.5	0	3	-2.9	1	10	-5	4	2	96
Cc1csc(Nc2ccccc2C(F)(F)F)n1
    0.0	1	-1	3.4	1	-7	-6	4	3	104
c1ccc(C(c2ccccc2)N2CCN(C(c3ccccn3)c3nnnn3C3CCCC3)CC2)cc1 (configuration not stated)
    0.0	1	-3	-0.4	0	-5	6	5	4	100
Cc1ccc(C)n1CCN1CCN(CC(=O)Nc2ccc(S(N)(=O)=O)cc2)CC1
    -0.2	4	-14	-1.0	6	-2	-2	-4	1	91
N#Cc1ccc(OCC(=O)NC2=NCCS2)cc1
    -0.5	-1	-11	-0.5	13	9	3	10	0	93
Cc1ccccc1NC(=O)NCC1CCN(c2ccc(S(=O)(=O)N3CCOCC3)cc2)CC1
    0.1	-2	3	-0.9	8	2	-13	4	3	82
O=C(CNC(=O)c1ccccc1Cl)Nc1ccc(F)cc1
    0.0	1	-2	3.9	9	-8	-1	-1	-15	106
CCN(CC(=O)Nc1cc(Cl)ccc1Cl)C(=O)c1ccc(-n2cccn2)cc1
    -0.1	1	9	1.5	4	15	-15	-4	9	105
O=S(=O)(Nc1ccc(N2CCCCC2)cc1)c1ccccc1F
    -0.1	-5	-11	-3.2	1	-2	3	·	-2	103
CCOC(=O)C1CCN(C(=O)COc2ccc(N(C)S(=O)(=O)c3cccs3)cc2)CC1
    -0.4	3	-22	-0.4	-1	?	-1	-4	0	101
Cc1ccccc1N(CC(=O)NCCSc1ccccn1)S(=O)(=O)c1ccccc1
    -0.3	-2	5	-0.2	12	0	-1	-4	2	94
COc1cc(Cl)c(C)cc1NCC(=O)Nc1cccc(S(=O)(=O)N2CCCC2)c1
    0.1	4	-7	-0.7	7	12	-3	-4	-2	97

# Structures listed above marked active in MC4R barr agon.
# Order of results: aDG glyco act	N-glyco inh	NOD2-RIPK2 inh	MC4R barr agon	MC4R antagonist	Vif inh	ABHD5-PLIN5 inh	TLR9-MyD88 block	Granule exo inh	ABCB6 inh 2
Cc1cc(C)nc(SCc2nnc(SCC(=O)Nc3ccc(Cl)c(C(F)(F)F)c3)o2)n1
    0.0	0	5	11*	10	·	-3	2	5	90

# These rows are one share of the data, so the mix of outcomes need not match the whole.
